Source: PubChem
RmlCD inh 1536: M. tuberculosis RmlC/RmlD coupled enzyme inhibitors, primary screen, biochemical, compound mixtures, 384-well, from 1536-well plates; dTDP-4-dehydrorhamnose reductase (Mycobacterium tuberculosis (strain ATCC 25618 / H37Rv)) …; RmlC+RmlD coupled enzyme assay, percent inhibition; primary screen in compound mixtures; inhibition, % at 3.6 µM; 160,000 compounds, 0.03% hits; in the data active = inhibition mostly above about 34%, no sharp cut-off; inconclusive = no clear call, values can overlap the other calls; inactive = mostly below about 22%; also: some results filed as inactive read as strong as hits
Target sequence (P9WH09 whole entry, looked up): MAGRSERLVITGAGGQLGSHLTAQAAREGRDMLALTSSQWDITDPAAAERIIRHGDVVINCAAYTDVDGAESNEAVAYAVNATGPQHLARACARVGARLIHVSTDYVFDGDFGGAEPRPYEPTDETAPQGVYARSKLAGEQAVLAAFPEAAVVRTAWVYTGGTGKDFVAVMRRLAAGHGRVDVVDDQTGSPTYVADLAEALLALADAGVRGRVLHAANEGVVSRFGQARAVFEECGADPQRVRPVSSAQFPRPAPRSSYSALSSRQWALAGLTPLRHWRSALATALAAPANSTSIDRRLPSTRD
Target sequence (P9WH11 whole entry, looked up): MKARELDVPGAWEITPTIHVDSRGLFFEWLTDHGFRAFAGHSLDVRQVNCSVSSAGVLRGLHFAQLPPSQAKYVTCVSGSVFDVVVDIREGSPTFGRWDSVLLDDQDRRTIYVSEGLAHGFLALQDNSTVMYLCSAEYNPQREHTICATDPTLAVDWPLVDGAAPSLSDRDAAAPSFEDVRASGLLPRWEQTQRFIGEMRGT
M. tuberculosis GlmU: inhibition of mycobacterial GlmU enzyme – biochemical, glucosamine-1-phosphate acetyltransferase (AID 1376); Bifunctional protein GlmU (Mycobacterium tuberculosis (strain ATCC 25618 / H37Rv)); M. tuberculosis GlmU acetyltransferase enzyme assay; higher % means a stronger effect; inhibition, %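 (tested at 30 µM in the primary screen)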; hits with a dose series show IC50 in µM; 220,000 compounds, 0.25% hits; in the data active = inhibition above about 13%; inconclusive = no clear call, values can overlap the other calls;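 also: 0% = complete reaction with vehicle and 100% = reaction without substrate; strong numbers were not always called active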
* hit, by the source's call; ? = inconclusive; . = no result given; & = joins results of further samples. The list is partial (hit frequency here may not be typical).

SMILES	RmlCD inh 1536	M. tuberculosis GlmU
CN1C(=O)c2ccccc2C(C(=O)O)C1c1cccc([N+](=O)[O-])c1 (stereo unspecified)	.	1.6%
CC(C)(C)c1cc(OC(=O)c2ccccc2F)ccc1O	-0.3	-0.8%
COc1ccc(N(CC(=O)Nc2c(C)n(C)n(-c3ccccc3)c2=O)S(=O)(=O)c2ccc(F)cc2)cc1	-9.4	-3.9%
O=C(Nc1ccc(Cl)c(Cl)c1)Nc1nnc(-c2ccncc2)s1	7.8	-1.7%
CC(C)CNC(=O)NC1(C(F)(F)F)Oc2ccccc2O1	-9.9	-0.1%
COCC(=O)N(CCc1ccc(OC)cc1)Cc1nc2ccccc2c(=O)[nH]1	.	-2.0%
CCc1nnc(NS(=O)(=O)c2ccc(NC(=S)NC(=O)c3ccc(OC)c(OC)c3)cc2)s1	.	2.7%
CCN(Cc1ccccc1)C(=O)C1CCN(Cc2sccc2C)CC1	2.2	5.6%
COc1ccc(CC(NC(C)=O)C(=O)NC2CCN(c3nnnn3-c3ccccc3)CC2)cc1 (stereo unspecified)	.	-3.9%
O=C(O)c1cccc(Nc2nc(Nc3ccccc3)nc(N3CCCC3)n2)c1	4.4	3.0%
CCCCN(CC)C(=O)Cc1ccc(Br)cc1	-5.9	-2.0%
Cc1nn(-c2nnc(C)c(=O)[nH]2)c(C)c1SCC(=O)Nc1ccc(F)cc1	?	2.1%
CCCCC1(C)OC(=O)C(=Cc2ccc(N(CC)CC)cc2)C(=O)O1 (stereo unspecified)	.	-4.9%
Cc1nc2ncnn2c(C)c1Cc1ccccc1Cl	.	3.1%
COC(=O)CN(c1ccc(C)cc1)S(=O)(=O)c1ccc(F)cc1	-1.7	-8.5%
CSCC[C@H](NC(=O)OC(C)(C)C)c1nnc(SCC(=O)N(C)C)o1	5.9	3.3%
CCCCN1CC(C(=O)NCc2ccc(C)cc2)CC1=O (stereo unspecified)	-17.1	-4.7%
COc1cccc(/C=N/NC(=O)NC2CCCCC2)c1O	.	-4.6%
COc1ccc(N(CC(=O)N2CCc3ccccc32)S(=O)(=O)c2c(C)noc2C)cc1	6.8	-6.7%
O=C(CSc1nnc(NC(=O)c2ccco2)s1)Nc1ccccc1F	-13.5	4.1%
CC(C)c1ccc(/C=C/C(=O)NCc2ccc(S(N)(=O)=O)cc2)cc1	2.9	-2.5%
COc1cccc2cc(C(=O)NCC3CCCO3)c(=O)oc12 (stereo unspecified)	14.4	.
O=C(O)c1ccc(-c2nc3scc(-c4ccccc4)c3c(=O)[nH]2)cc1	1.0	1.4%
CCOC(=O)CC1C(=O)NCCN1C(=O)c1cccc(C(F)(F)F)c1 (stereo unspecified)	1.4	-1.7%
Cc1cccc(N(C(=O)Cn2nnc3ccccc32)C(C(=O)NCc2ccco2)c2ccncc2)c1 (stereo unspecified)	.	-1.4%
CC(=C/C(=O)O)/C=C/c1cccs1	-10.1	1.8%
Fc1cccc(/C=N/Nc2nc3ccccc3[nH]2)c1	11.8	-8.4%
CCOC(=O)CCCCC(=O)c1[nH]c(=O)[nH]c1CSc1nc(C)cc(=O)[nH]1	.	1.7%
NC(=O)CSc1nnc(-c2ccc(S(=O)(=O)N3CCCCC3)cc2)n1-c1ccccc1	7.4	2.6%
C/C(=N\N(Cc1ccccc1)c1ccccc1)c1ccncc1	-12.9	1.7%
CC(C)(C)NC(=O)C(c1ccncc1)N(Cc1ccc(F)cc1)C(=O)c1ccc(-c2ccccc2)[nH]1 (stereo unspecified)	-14.0	6.8%
CCN(CC(=O)Nc1c(C(=O)OC)[nH]c2ccc(Cl)cc12)c1ccc2c(c1)OCO2	11.8	-2.8%
C=CCOc1ccc(C(=O)NC2CCCCC2)cc1	20.0	-0.7%
Cc1cc(C)n2nc(SC(C)C(=O)NCc3ccco3)nc2n1 (stereo unspecified)	7.2	1.0%
CC(=O)Nc1cccc(OCc2cnc(Cl)s2)c1	11.8	-2.9%
CCOC(=O)Cn1c2ccccc2c2nc(C)sc21	5.3	1.1%
COCCn1c(=S)[nH]c2ccc(N(C)C)cc2c1=O	-43.4	3.5%
COC(=O)c1sc(-c2ccccc2)cc1NC(=O)c1ccc(F)cc1	4.6	1.8%
CCCCCn1c(SCc2ccncc2)nc2cc(C(=O)NCc3ccco3)ccc2c1=O	-6.0	4.2%
CC1=C(C(=O)OCc2ccccc2)C(c2ccc([N+](=O)[O-])cc2)NC(=O)N1CCCCCC(=O)O (stereo unspecified)	.	-1.1%
CN(C/C(O)=C(\C#N)c1ccccc1)C1CCCCC1	-5.7	-1.5%
O=C(/C=C/c1ccc([N+](=O)[O-])cc1)c1cccnc1	31.0	2.3%
O=C1NC(=O)C2(COC(c3ccccc3Cl)OC2)S1 (stereo unspecified)	.	1.2%
CCC1CCCCN1S(=O)(=O)Cc1ccccc1Cl (stereo unspecified)	-12.7	-2.5%
C=CCOc1cccc(CNn2nnnc2N)c1	76.4	2.0%

A second format for part of the listing above:
Below each SMILES – RmlCD inh 1536, M. tuberculosis GlmU
O=C(Nc1ccc(Cl)c(Cl)c1)Nc1nnc(-c2ccncc2)s1
 : 7.8, -1.7%
CCCCC1(C)OC(=O)C(=Cc2ccc(N(CC)CC)cc2)C(=O)O1 (stereo unspecified)
 : ., -4.9%
C=CCOc1ccc(C(=O)NC2CCCCC2)cc1
 : 20.0, -0.7%
COc1ccc(CC(NC(C)=O)C(=O)NC2CCN(c3nnnn3-c3ccccc3)CC2)cc1 (stereo unspecified)
 : ., -3.9%

Additional compounds
SMILES	RmlCD inh 1536	M. tuberculosis GlmU
O=C(CN1CCN(S(=O)(=O)/C=C/c2ccccc2)CC1)NC(=O)NCc1ccco1	8.3	5.7%
CC(=O)c1sc(N/N=C/c2ccc(C(C)C)cc2)nc1C	4.0	2.3%
O=C(NCC1CCCO1)c1onc(CSc2cccc(Cl)c2)c1C(=O)O (stereo unspecified)	.	2.6%
CC(C)C(c1nnnn1Cc1ccccc1)N1CCN(Cc2ccco2)CC1 (stereo unspecified)	-45.8	0.2%
CC(C)(C)N/C=C(\C#N)S(=O)(=O)c1ccc(Br)cc1	13.0	-0.6%
CCN(C(=O)CSc1ncnc2sc(C)c(C)c12)C1CCS(=O)(=O)C1 (stereo unspecified)	-10.2	1.9%
Cc1ccc(C(=O)N/C(=C\c2ccco2)C(=O)NC2CCS(=O)(=O)C2)cc1 (stereo unspecified)	-7.8	1.5%
CCOc1ccccc1Nc1nc(-c2sc(NC(=O)c3ccco3)nc2C)cs1	3.3	3.4%
CNC(=O)c1ccccc1-c1cn(C)c2ccccc2c1=O	-13.2	2.0%
CCOC(=O)c1nn(-c2cccc(OC)c2)c(-c2ccccc2)c1C(=O)c1ccccc1	11.6	-4.5%
CCOC(=O)C1=C(c2ccccc2)NC(N)=NC1c1ccc(OCc2ccc(C(=O)OC)cc2)cc1 (stereo unspecified)	14.3	.
O=C(/C=C/Sc1ccccc1)c1ccccc1	.	4.2%
O=C(Nc1cccc(Cl)c1Cl)C1CC(=O)N(c2ccc(Br)cc2)C1 (stereo unspecified)	.	-2.3%
CC1(C)CSC(Nc2ccc(F)c(Cl)c2)=N1	.	5.0%
O=c1c(-c2ccccc2)c(O)nc(SCCN2CCOCC2)n1-c1ccccc1	-13.6	5.3%
O=[N+]([O-])c1cccnc1N1CCC(c2cc(-c3ccc(Cl)cc3Cl)n[nH]2)CC1	6.2	5.1%
COC(=O)c1sc(NC(=O)COc2ccccc2C)nc1C	9.7	-6.6%
CC1=NN(c2nc(-c3ccc(Cl)cc3)cs2)C(=O)C1	-11.5	1.3%
O=[N+]([O-])c1c(NCc2ccco2)ccc2nonc12	3.0	4.5%
O=C(CN(Cc1ccco1)C(=O)c1ccc(Cl)cc1)Nc1ccc(Cl)c(Cl)c1	9.5	5.2%
O=C(O)/C(=C/c1ccco1)NC(=O)c1ccccc1	.	2.7%
COc1ccc(C2C(C(C)=O)=C(C)N=c3s/c(=C\c4ccc5c(c4)OCO5)c(=O)n32)c(OC)c1 (stereo unspecified)	.	7.6%&-6.2%
Cc1cccc(C)c1OCC(=O)Nc1nnc(C2CCCO2)s1 (stereo unspecified)	-6.3	4.1%
O=C(Nc1ccccn1)c1cccnc1	.	-3.8%
Cc1[nH]c2ccccc2c1-c1csc(NC(=O)CSCC(=O)O)n1	.	1.4%
Cc1cc(NC(=O)CCCOc2ccc(Cl)cc2Cl)no1	11.4	-6.7%
O=C(OC(C(=O)NC1CCCC1)c1ccccc1F)c1ccco1 (stereo unspecified)	6.7	-1.0%
O=C(/C=C/c1ccccc1)Nc1ccc2c(c1)C(=O)NC2=O	-13.5	6.0%
COCCCNC(=O)c1ccc(-n2nc(C(F)(F)F)cc2-c2cccs2)cc1	12.3	1.1%
CNc1nc(Oc2ccccc2C(=O)OC)nc(SC)n1	11.2	-3.6%
C=CCn1c(N)c(C(=O)NCc2cccnc2)sc1=S	10.6	.
COc1cc(O)c(C(CC(=O)N2CCCC2)c2cc(OC)c(OC)c(OC)c2)c(OC)c1 (stereo unspecified)	-4.4	8.4%
O=S(=O)(CCOc1ccccc1)c1nc2ccccc2[nH]1	.	11.5%
CSc1ccc(/C=N/n2c(Cc3ccc(Br)cc3)n[nH]c2=S)cc1	-9.5	0.0%
CCNC(=O)CN1C(=O)NC(CCc2ccccc2)C1=O (stereo unspecified)	-5.3	-2.0%
C[N+]1(CCC(C(N)=O)(c2ccccc2)c2ccccc2)CCCCC1	.	-2.7%
Cn1c(SCC(=O)NC2CC2)nnc1-c1cccc(NC(=O)c2ccccc2F)c1	.	3.9%
O=C(CSCc1c(F)cccc1Cl)NCc1ccco1	.	-3.6%
CCc1ccccc1NC(=O)CSC1=C(C#N)C(c2ccc3c(c2)OCO3)C2=C(CCCC2=O)N1 (stereo unspecified)	.	4.4%
COc1ccc(-n2nc([N+](=O)[O-])c(=NCCC3=CCCCC3)n2O)cc1	-3.4	0.4%
CCOC(=O)C1=C(C)N(C)C(=O)NC1c1c(C)nn(-c2ccc(C)cc2)c1Cl (stereo unspecified)	0.0	3.9%
COc1ccccc1C(=O)N1CCN(c2ccccn2)CC1	2.1	-4.4%
CCOC(=O)c1ccc(NC(=O)c2ccc(CN3CCOCC3)cc2)cc1	-6.2	1.6%
CN1CCN(c2ncc3c(n2)CC(c2ccccc2F)CC3=O)CC1 (stereo unspecified)	2.1	3.8%
O=C(c1ccccc1F)N1CCN=C1c1ccccc1	6.4	3.0%
O=C(O)c1ccc(N2CCCCC2)cc1	-7.3	-0.1%
C#CCOCCOCCOCCNc1nc(N2CCOCC2)nc(N2CCN(C(=O)[C@H](Cc3cc4ccccc4[nH]3)n3cc([C@@H](N)CC(C)C)nn3)CC2)n1	.	-9.3%
CSc1ccc(N=Nc2c(C)[nH]n(C)c2=O)cc1	.	-7.3%
O=C(CSc1nnc(Nc2ccccc2)s1)Nc1cccc(S(=O)(=O)N2CCCCC2)c1	2.4	0.9%
CN=C(c1ccccc1)c1c(C)cccc1C	5.0	4.4%
CN1CCCN(C(=O)CC(c2ccccc2)c2ccccc2)CC1	3.6	1.7%
O=C(CN1C(=O)/C(=C\c2cccs2)SC1=S)Nc1cccc(C(=O)O)c1	.	0.0%
CC(/C=C/c1ccc2c(c1)OCO2)=N/NC(=O)C1COc2ccccc2O1 (stereo unspecified)	.	4.8%
Cc1ccc(-c2noc(CSc3nnc(CCc4ccccc4)n3-c3ccccc3)n2)cc1	.	1.5%
COc1cccc(C(=O)C2CCCN(Cc3cccc(-n4nc(C)cc4C)c3)C2)c1 (stereo unspecified)	-9.7	-2.1%
COc1ccc(-c2cc(C(F)(F)F)n3nc(C(=O)N(C)Cc4ccccc4)cc3n2)cc1OC	40.3*	2.9%
O=C(NC1CCCCCC1)C1c2ccccc2C(=O)N1C1CC1 (stereo unspecified)	-4.6	3.9%
O=C1NC(=S)NC(=O)C12C(c1ccccc1)NC(=S)NC2c1ccccc1 (stereo unspecified)	.	3.1%
CC1(C)CC(=O)c2cc(C(=O)NNc3ccccc3)c(=O)n(-c3ccccc3)c2C1	-0.4	1.5%
O=C1CC(c2cccc([N+](=O)[O-])c2)c2cc3c(cc2N1)CCC3 (stereo unspecified)	-4.7	-0.3%

Next part.
SMILES	RmlCD inh 1536	M. tuberculosis GlmU
O=C(CN1CCCCC1)NCC1(c2ccccc2)CCCC1	-10.4	2.0%
Cc1ccc(Oc2cc(N3CCOCC3)nc(-c3ccccc3)n2)cc1	-4.0	-5.9%
COC(=O)c1ccc(COc2ccccc2/C=N/NC(N)=O)o1	-1.9	-3.4%
O=C(Nc1ccc(CN2CCOCC2)cc1)c1cc2ccccn2n1	.	0.0%
Cc1cc(SCCC(=O)O)nc2ccccc12	.	-2.5%
CC(C)(C)NC(=O)C(c1ccsc1)N(CCc1ccccc1)C(=O)Cn1nnc2ccccc21 (stereo unspecified)	-9.3	0.1%
c1ccc(-c2cn3nc(-c4ccccc4)cnc3n2)cc1	-10.7	0.7%
COc1ccc(-c2c(C(F)(F)F)nn(C)c2NC(=O)CSCC(=O)O)cc1	84.0	0.1%
O=S(=O)(c1ccc(Cl)s1)N1CCC(Cc2ccccc2)CC1	-6.2	3.0%
